GAA inhib – inhibitors of human lysosomal alpha-glucosidase; actives 0.005% (n = 200,000); Potency, µM (titrated, usually from 76.9 µM), for the others: at the top dose activity change, negative = inhibition, hits mostly inhibitors; AID 1466; purified human GAA, 4-MU-alpha-glucoside fluorescence; P10253;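 further: plate controls were uninhibited enzyme wells for no effect and no-enzyme background for full effect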
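Activity normalized between no-enzyme (basal) and enzyme-only wells. Conditions: 4 nM human enzyme, 400 uM fluorogenic substrate, citrate/phosphate pH 5.0 with Tween-20, 20 min room temperature, compounds up to 77 uM.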
GLA spleen mod – alpha-galactosidase A (human) modulation; actives 0.008% (n = 240,000); human spleen homogenate, 4MU-alpha-Gal fluorescence, 40 min; AID 2107; P06280; Potency, µM (series often up to 80 µM), for the others: at the top dose activity change, negative = inhibition, usual class: inhibitors;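 further: 0% = enzyme with vehicle and -100% = no enzyme basal signal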
Target sequence (P06280 32-429 limits assumed): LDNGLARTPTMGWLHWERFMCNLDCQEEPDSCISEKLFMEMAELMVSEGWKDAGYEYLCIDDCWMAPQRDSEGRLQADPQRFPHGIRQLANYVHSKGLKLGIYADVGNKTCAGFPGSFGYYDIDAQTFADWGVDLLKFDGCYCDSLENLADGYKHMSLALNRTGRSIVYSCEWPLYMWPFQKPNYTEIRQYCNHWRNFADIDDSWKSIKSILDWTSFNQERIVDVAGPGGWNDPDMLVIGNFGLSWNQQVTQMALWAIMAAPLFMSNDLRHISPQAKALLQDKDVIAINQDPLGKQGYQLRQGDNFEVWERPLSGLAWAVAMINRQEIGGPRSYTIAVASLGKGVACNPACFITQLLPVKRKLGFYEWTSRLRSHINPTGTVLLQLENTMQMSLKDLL
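Spleen homogenate 1 ug + cpd (titration) + 4-MU-alpha-D-galactopyranoside 1 mM; 37C 40 min; 50 mM citrate/phosphate pH 5.0, 0.01% Tween-20; stop pH 10; fluorescence 365/440; AC50 via Hill.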
GAA glycogen – GAA glycogen-cleavage inhibition or activation | recombinant GAA, glycogen substrate, Amplex Red glucose oxidase fluorescence | actives 0.38% (n = 300,000) | AID 2100 | Potency, µM (series often up to 76.4 µM), without a hit: top-dose activity change, negative = inhibition, usual class: inhibitors;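 further: 0% = full enzyme reaction and -100% = no-enzyme basal signal; the screen sought inhibitors and activators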
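Natural-substrate format: glycogen cleavage by 4 nM human enzyme, glucose read by Amplex Red coupling (Ex 573, Em 610 nm). Normalized to enzyme and no-enzyme controls.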
NPSR antag – neuropeptide S receptor (human) antagonism, cAMP. Q6W5P4. CHO-NPSR cells, cAMP TR-FRET, antagonist mode. Potency, µM (series often up to 38.3 µM), for inactives: at the highest dose activity change, negative = inhibition, usual class: inhibitors. actives 1% (n = 220,000). AID 1461; further: on the % scale 0 is the no-effect control and ±100 the full control effect; nearly all actives have a fitted effect of over 50% in size; many of its hits are not listed in these tables
ALDH1A1 block – ALDH1A1 (human) enzyme inhibition | Potency, µM (doses to about 75.3 µM), inactives show at the highest dose activity, negative = inhibition, hits mostly inhibitors | actives 7.3% (n = 220,000) | Purified ALDH1A1, NADH fluorescence, propionaldehyde substrate | AID 1030 | P00352; active means well fitted inhibition curve with a large enough effect, not every such curve was filed as active; inconclusive means small, poorly fitted or top-dose-only effect, or another doubt; inactive means no such curve, though single readings can be large or run the other way;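 further: plate controls were no enzyme wells and a reference inhibitor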
Target sequence (P00352 whole entry, looked up): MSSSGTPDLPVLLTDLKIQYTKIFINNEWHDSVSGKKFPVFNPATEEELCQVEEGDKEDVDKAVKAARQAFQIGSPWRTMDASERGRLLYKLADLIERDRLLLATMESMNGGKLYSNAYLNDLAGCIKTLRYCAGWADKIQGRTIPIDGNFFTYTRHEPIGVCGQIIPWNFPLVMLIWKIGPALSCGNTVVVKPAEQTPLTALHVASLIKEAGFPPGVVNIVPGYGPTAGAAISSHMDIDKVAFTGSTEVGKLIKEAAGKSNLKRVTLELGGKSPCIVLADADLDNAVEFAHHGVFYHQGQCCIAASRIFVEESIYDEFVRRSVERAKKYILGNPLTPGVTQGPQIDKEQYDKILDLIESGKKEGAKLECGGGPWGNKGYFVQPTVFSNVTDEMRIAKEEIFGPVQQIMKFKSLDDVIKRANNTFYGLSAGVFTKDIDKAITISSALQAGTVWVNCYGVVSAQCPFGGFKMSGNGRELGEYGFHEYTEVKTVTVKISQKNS
Tau fluor cs – counter-screen for tau fibril formation inhibitors | tau K18 P301L Alexa594 fluorescence, heparin fibrillization | Potency, µM (titrated, usually from 57.7 µM), for inactives: top-dose activity change, negative = decrease | actives 0.93% (n = 280,000) | AID 1463; further: on the % scale 0 is the no-effect control and ±100 the full control effect; nearly all actives have a fitted effect of over 55% in size
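Human tau K18 P301L (15 uM unlabeled, 0.24 uM Alexa 594-labeled) in 100 mM sodium acetate pH 7 with 20 uM heparin, 6 hr at 37 C. ThT 30 uM added, 1 hr ambient; Alexa 594 FP and total fluorescence read at 555/632 nm.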
Epigenetic reg – epigenetic control regulation, reporter derepression | murine LDR cells, GFP reporter derepression, 30 h | Potency, µM (series often up to 53.9 µM), for the others: at the highest dose GFP activation, actives largely listed as activators | actives 0.2% (n = 280,000); further: % of control where 0% means no effect; nearly all actives have a fitted effect of over 60% in size
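In this reporter-derepression format, murine cells bearing a silenced integrated CMV-GFP locus incubate with test compound (30 h, 37 C), then are washed and imaged; fluorescent objects of 20–120 um count as induced cells.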
aGlu spleen mod – inhibitors or activators of human alpha-glucosidase in spleen homogenate; actives 0.006% (n = 240,000); P10253; human spleen homogenate, 4-MU-alpha-glucoside fluorescence; Potency, µM (top dose mostly 79.9 µM), for the others: top-dose activity change, negative = inhibition, actives largely listed as inhibitors; AID 2112;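 further: 0% = enzyme with vehicle and -100% = no enzyme basal signal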
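Compounds were titrated against alpha-glucosidase in spleen homogenate at pH 5.0, with 1 mM 4-methylumbelliferyl substrate for 40 min at 37 C. Reactions were quenched with pH 10 NaOH/glycine and fluorescence measured.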
Numbers without * were called inactive; u = inconclusive; x = no result given; & = joins results of further samples; [ ] = remark or other dose. Unless noted, the call rests on the fitted dose curve; in most records, active means well fitted curve in the direction sought with a large enough effect; inconclusive means small, poorly fitted or top-dose-only effect, or another doubt; inactive means no such curve, though single readings can be large; an effect the other way counts as inactive or inconclusive. Potency means the concentration at half of the fitted maximal effect. These rows are one share of the data; the hit share may differ from the screen's.

entry	structure	Tau fluor cs	GAA inhib	NPSR antag	ALDH1A1 block
1	C[C@@H]1CC[C@H]2[C@@H](C)C(=O)O[C@@H]3OC4(C)CC[C@@H]1C32OO4 (stereo partly specified)	-9.1%	x	x	3.3%
2	COc1c(O)c2c(=O)cc(OC)c3c4c(OC)cc(=O)c5c(O)c(OC)c(C[C@@H](C)OC(=O)c6ccccc6)c(c(c1C[C@@H](C)OC(=O)Oc1ccc(O)cc1)c23)c54	u	x	x	-8.4%
3	Cc1ccsc1C(=O)C1CCCN(Cc2ccccc2O)C1 (stereo unspecified)	-1.7%	10.4%	11.0%	-1.8%
4	O=c1ccc2cc(O[C@H]3O[C@@H](CO)[C@@H](O)[C@@H](O)[C@@H]3O)c(O)cc2o1	x	x	x	u
5	COc1cc2c(cc1O)[C@H]1Cc3ccc(OC)c(O)c3CN1CC2	x	x	x	2.0%[20.9 µM]
6	Cc1cc(C)cc(N2C(=O)NC(=O)/C(=C\c3cccn3-c3ccc(Cl)cc3)C2=O)c1	-12.4%	-10.9%	5.01µM*	u
7	C=CCn1c(O)c(C(C)=Nc2ccc(N(C)C)cc2)c(=O)[nH]c1=O	u	0.2%	-17.4%[46.1 µM]	-5.7%
8	O=[N+]([O-])/C=C1/NCCN1Cc1ccc(Cl)nc1	1.3%	x	-14.6%	5.4%

entry	aGlu spleen mod	GLA spleen mod	GAA glycogen	Epigenetic reg
1	7.3%	0.4%	x	-1.1%
2	-7.6%	-3.3%	x	1.9%
3	-1.5%	-0.9%	16.9%	-4.3%
4	u	u	x	5.2%[16.9 µM]
5	-12.9%[29.1 µM]	6.0%[29.1 µM]	x	1.1%[16.9 µM]
6	-4.8%	4.0%	41.1%	-1.0%
7	0.5%	7.2%	0.3%	0.0%
8	0.9%	5.4%	14.7%	0.0%

(cont.)
entry	structure	Tau fluor cs	GAA inhib	NPSR antag	ALDH1A1 block
9	Cc1ccc2c(c1Cl)NC(C(=O)O)C1CC(Sc3ccccc3[N+](=O)[O-])C(Cl)C21 (stereo unspecified)	u	x	-38.0%	x
10	Cc1nc2ccc(NC(=O)c3ccc(Cl)s3)cc2s1	-14.1%	-8.0%	-13.0%[46.1 µM]	u
11	Cn1c(=O)c2c(ncn2CCCl)n(C)c1=O	-8.0%	-0.1%	14.7%	4.0%
12	CCCCn1c(O)c(C(C)=NCc2cccnc2)c(=O)[nH]c1=O	1.3%	x	7.3%	x
13	O=C(Cc1ccccc1[N+](=O)[O-])N1CCN(Cc2ccc3c(c2)OCO3)CC1	-10.4%	4.2%	1.2%	u
14	CCC(=Nc1cccc(C(F)(F)F)c1)c1c(O)n(C)c(=O)n(C)c1=O	-9.5%	x	-7.1%	x
15	CCC(COC(=O)NC)NC(=O)Oc1cccc(C)c1 (stereo unspecified)	0.0%	3.7%	-4.8%[46.1 µM]	8.1%
16	Cc1cccn2c(=O)c3cc(C(=O)N4CCC5(CC4)OCCO5)n(C)c3nc12	-5.8%	u	1.2%[46.1 µM]	u

entry	aGlu spleen mod	GLA spleen mod	GAA glycogen	Epigenetic reg
9	-3.3%	-1.6%	u	-1.7%
10	-7.9%	14.1%	-15.8%	-0.1%
11	0.1%	-7.5%	1.3%	4.9%
12	-1.0%	4.5%	9.0%	2.1%
13	2.6%	-1.7%	-0.1%	1.1%
14	2.2%	11.3%	4.4%	0.1%
15	-5.3%	5.8%	10.7%	5.7%
16	-21.9%	14.6%	-2.4%	0.0%

The list continues.
entry	structure	Tau fluor cs	GAA inhib	NPSR antag	ALDH1A1 block
17	Cn1cccc1CNCCc1ccccc1F	-11.0%	-1.9%	-8.7%[46.1 µM]	-9.9%
18	CCOc1ccc(C(=O)OC2CC3CCC(C2)N3C)cc1 (stereo unspecified)	-0.8%	-1.8%	-0.6%	-11.1%
19	OC(CNCCc1c[nH]c2ccccc12)C(F)(F)F (stereo unspecified)	-2.0%	-3.4%	-7.9%	-1.1%
20	FC(F)(F)c1ccc2c(c1)N(CCCN1CCN(CCCl)CC1)c1ccccc1S2	u	-7.5%	7.94µM*	-38.0%
21	NCCc1c[nH]c2ccc(O)cc12	-7.2%	x	x	11.3%
22	COc1ccc(-c2cc(C(F)(F)F)n3nc(C(=O)N4CCC5(CC4)OCCO5)cc3n2)cc1OC	-2.3%	0.0%	-20.2%[46.1 µM]	10µM*
23	CC1(C)CC(=O)C=C(NCCN2CCN(C(=O)Cc3ccc(Cl)cc3)CC2)C1	-4.9%	-5.8%	16.0%[7.67 µM]	u
24	CN(C)CC1CCCCC1=O (stereo unspecified)	-2.4%	x	-18.5%	x

entry	aGlu spleen mod	GLA spleen mod	GAA glycogen	Epigenetic reg
17	-0.7%	-2.1%	0.0%	-1.9%
18	-6.0%	-3.3%	10.2%	-4.3%
19	-1.2%	3.1%	-0.4%	-5.4%
20	1.3%	-2.5%	0.3%	-1.6%
21	-5.1%	-10.8%	x	1.6%
22	-14.3%	1.1%	12.7%	-0.7%
23	-18.3%	0.6%	-9.5%	u
24	-3.0%	5.2%	-4.5%	10.8%

Brought forward from above: 6 compounds; new compounds follow.
entry	structure	Tau fluor cs	GAA inhib	NPSR antag	ALDH1A1 block
19	OC(CNCCc1c[nH]c2ccccc12)C(F)(F)F (stereo unspecified)	-2.0%	-3.4%	-7.9%	-1.1%
20	FC(F)(F)c1ccc2c(c1)N(CCCN1CCN(CCCl)CC1)c1ccccc1S2	u	-7.5%	7.94µM*	-38.0%
21	NCCc1c[nH]c2ccc(O)cc12	-7.2%	x	x	11.3%
22	COc1ccc(-c2cc(C(F)(F)F)n3nc(C(=O)N4CCC5(CC4)OCCO5)cc3n2)cc1OC	-2.3%	0.0%	-20.2%[46.1 µM]	10µM*
23	CC1(C)CC(=O)C=C(NCCN2CCN(C(=O)Cc3ccc(Cl)cc3)CC2)C1	-4.9%	-5.8%	16.0%[7.67 µM]	u
24	CN(C)CC1CCCCC1=O (stereo unspecified)	-2.4%	x	-18.5%	x
25	CCCC(=O)NC(Oc1ccc(C(C)=O)cc1)C(Cl)(Cl)Cl (stereo unspecified)	1.7%	10.1%	0.0%	-5.2%
26	Cc1nc2ccccc2c(=O)n1-c1ccc(C(=O)O)cc1	-14.2%	0.5%[15.4 µM]	31.5%	x
27	CCOC(=O)C1=C(C)OC(N)=C(C#N)C12C(=O)N(C)c1ccccc12 (stereo unspecified)	0.4%	3.7%	5.0%[46.1 µM]	5.6%
28	CC1=NN(c2ccccc2)C(=O)C1/C=C1\C(=O)NC(=O)N(c2cc(C)cc(C)c2)C1=O (stereo unspecified)	-0.1%	3.1%	-5.4%[46.1 µM]	u
29	NC1=NC(c2cccnc2)n2c(nc3ccccc32)N1 (stereo unspecified)	2.1%	x	10.1%	x
30	N#Cc1c(Cl)cccc1Cl	-4.6%	x	x	4.7%
31	CSc1ncc(/C=C2/C(=O)NC(=O)N(c3ccc(Cl)cc3)C2=O)cn1	-18.5%	0.1%	-45.6%	u
32	CN1CCC(c2c[nH]c3ccc(O)cc23)CC1	u	x	u	4.0%&-3.2%&11.2%

entry	aGlu spleen mod	GLA spleen mod	GAA glycogen	Epigenetic reg
19	-1.2%	3.1%	-0.4%	-5.4%
20	1.3%	-2.5%	0.3%	-1.6%
21	-5.1%	-10.8%	x	1.6%
22	-14.3%	1.1%	12.7%	-0.7%
23	-18.3%	0.6%	-9.5%	u
24	-3.0%	5.2%	-4.5%	10.8%
25	2.9%	0.4%	12.2%	2.4%
26	-4.9%	-3.2%	1.5%	-1.1%
27	-2.7%	0.0%	10.7%	2.8%
28	-3.5%	-3.2%	-8.2%	5.8%
29	4.6%	5.8%	-7.3%	1.1%
30	2.8%	0.1%	x	-0.1%
31	3.6%	6.9%	5.0%	1.7%
32	7.2%&-1.3%&-6.6%	-0.7%&2.8%&-3.0%	x	-0.2%&0.0%&5.1%

Next section
entry	structure	Tau fluor cs	GAA inhib	NPSR antag	ALDH1A1 block
33	CCCN(C/C=C\I)[C@@H]1CCc2ccc(O)cc2C1	-11.0%	x	x	2.3%
34	Cc1ccc(OCC(=O)NCCN2CCN(C(=O)COc3ccc(C)cc3)CC2)cc1	-7.1%	-3.7%	17.8%[46.1 µM]	u
35	CC(=O)Nc1ccccc1C(=O)OCC(=O)c1ccc2c(c1)OCCO2	3.3%	-6.4%	-12.1%[46.1 µM]	-5.9%
36	CC(=O)c1ccc(Oc2ccc(C(=O)c3ccc(C)c(C)c3)cc2[N+](=O)[O-])cc1	-1.5%	-4.8%	-14.4%	0.794µM*
37	CCC(=O)c1ccc(OC(=O)N(C)c2ccccc2)cc1	-0.7%	3.4%	5.2%	u
38	Cn1c(O)c(C=NCc2cccs2)c(=O)n(C)c1=O	0.1%	-4.9%	-14.7%[46.1 µM]	-7.1%
39	CC(O)(CS(=O)(=O)c1cccc(C(F)(F)F)c1)C(=O)Nc1cccc(C(F)(F)F)c1 (stereo unspecified)	-7.3%	-5.2%	-17.1%[46.1 µM]	2.4%
40	Cn1c(=O)n(CC(=O)N2CCC3(CC2)OCCO3)c(=O)c2ccccc21	3.0%	-5.3%	-0.4%[46.1 µM]	-4.6%
41	Cn1c(=O)oc2cc(S(=O)(=O)NC3CCCCCCC3)ccc21	-13.3%	-1.2%	-4.2%[46.1 µM]	u
42	Cl.Cl.Cl.Cl.Cl.Cl.N.N.N.N.NNNNN.NNNNN.O.O.[Ru].[Ru].[Ru]	u	x	x	-1.2%

entry	aGlu spleen mod	GLA spleen mod	GAA glycogen	Epigenetic reg
33	5.1%	-0.9%	x	1.0%
34	-6.3%	0.5%	-5.4%	-1.1%
35	-15.3%	0.9%	14.3%	0.0%
36	-10.5%	-15.3%	2.4%	u
37	4.0%	-0.4%	10.7%	0.2%[10.1 µM]
38	6.9%	6.9%	-6.1%	-0.3%
39	-21.1%	-6.4%	-8.8%	0.3%
40	-2.4%	4.7%	-0.8%	1.8%
41	-1.7%	-6.8%	6.2%	1.8%
42	-3.9%	-6.9%	x	0.5%

High-throughput results: PubChem, National Center for Advancing Translational Sciences (NCATS)
